Screens: PubChem, several laboratories
KCNQ2 block: KCNQ2 potassium channel inhibitors, primary screen, cell-based, CHO-K1, FluxOR thallium flux, B-score (AID 2156). Potassium voltage-gated channel subfamily KQT member 2 (Rattus norvegicus), O88943. 20 min; hits give low values. B-score at 10 µM. hit rate 1.1% among 310,000;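 active = fluorescence ratio B-score at most minus 3 library SDs, with starting brightness B-score within 2 library SDs, cut at about -5.5 in these data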
Kir21 inh: inhibitors of mouse Kir2.1 inward-rectifier potassium channel; Inward rectifier potassium channel 2 (Mus musculus), P35561; HEK293-Kir2.1, FluxOR thallium flux fluorescence; hits give low values; hit rate 0.85% among 310,000; B-score at 10 µM;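 active = fluorescence ratio B-score at or below minus 3 SD of library scores, with starting-brightness B-score within 2 SD, cut at about -4.2 in these data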;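 also: channel flux triggered by added potassium and thallium sulfate stimulus; B-score of peak minus minimum fluorescence over baseline after thallium stimulus; more negative B-score means stronger Kir2.1 block with less thallium influx; some compounds called inactive have numbers as strong as hits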
Target sequence (P35561 whole entry, looked up): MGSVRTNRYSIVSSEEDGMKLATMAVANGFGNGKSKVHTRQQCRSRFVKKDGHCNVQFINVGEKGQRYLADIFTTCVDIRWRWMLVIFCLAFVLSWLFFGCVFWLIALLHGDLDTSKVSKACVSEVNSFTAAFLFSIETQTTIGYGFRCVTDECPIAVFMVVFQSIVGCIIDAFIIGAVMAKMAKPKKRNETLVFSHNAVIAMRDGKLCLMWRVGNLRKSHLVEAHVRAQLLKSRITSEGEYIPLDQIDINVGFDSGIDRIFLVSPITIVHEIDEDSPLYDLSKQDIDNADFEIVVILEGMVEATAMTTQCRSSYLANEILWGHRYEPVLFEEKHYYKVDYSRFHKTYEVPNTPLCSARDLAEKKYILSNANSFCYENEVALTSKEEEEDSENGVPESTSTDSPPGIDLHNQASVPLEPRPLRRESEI
STK33 kinase inh: inhibitors of purified STK33 kinase, primary screen, biochemical, ADP-Glo luminescence, homogeneous, cell-free | Serine/threonine-protein kinase 33 (Homo sapiens), Q9BYT3 | MBP phosphorylation | inhibition, % at 10 µM | hit rate 0.073% among 320,000 | AID 2661, 2010;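 active = inhibition at or above 25%, using the most active replicate where run in duplicate; inactive = inhibition below 25%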
Target sequence (Q9BYT3 whole entry, looked up): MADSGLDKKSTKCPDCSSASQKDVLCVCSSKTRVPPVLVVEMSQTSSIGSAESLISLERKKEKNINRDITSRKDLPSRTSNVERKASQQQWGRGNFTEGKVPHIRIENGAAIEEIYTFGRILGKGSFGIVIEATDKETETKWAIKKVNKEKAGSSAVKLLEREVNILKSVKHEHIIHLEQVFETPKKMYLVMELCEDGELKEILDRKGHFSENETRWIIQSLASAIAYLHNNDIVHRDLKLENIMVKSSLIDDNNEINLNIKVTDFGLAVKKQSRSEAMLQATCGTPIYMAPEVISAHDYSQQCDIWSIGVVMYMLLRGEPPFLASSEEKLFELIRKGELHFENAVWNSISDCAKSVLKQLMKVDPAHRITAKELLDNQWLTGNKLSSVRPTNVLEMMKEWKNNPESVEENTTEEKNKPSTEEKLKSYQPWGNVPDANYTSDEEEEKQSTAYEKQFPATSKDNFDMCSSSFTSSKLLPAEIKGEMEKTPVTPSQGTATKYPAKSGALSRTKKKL
* marks the source's active call; other numbers are inactive results; i = inactive; . = not tested or not shown. Rows are unselected, and some 1.9% of all compounds hit somewhere here.

SMILES	KCNQ2 block	Kir21 inh	STK33 kinase inh
Cn1c(=O)c2ncn(CC(=O)NC3CCCCCC3)c2n(C)c1=O	i	-1.8	-2.5
CCOC(=S)N/C(=N\S(=O)(=O)c1ccccc1)c1ccccc1	i	0.22	0.0
Cc1ccc(SCc2nc(N)nc(Nc3ccccc3C)n2)cc1C	i	-0.06	-1.4
CC1CCC(C(C)C)C(OC(=O)COC(=O)c2ccc(=O)[nH]c2)C1 (stereo not given)	i	-2.3	-0.6
Cc1c(NC(=O)C(C)OC(=O)CNC(=O)c2ccccc2)c(=O)n(-c2ccccc2)n1C (stereo not given)	i	-0.09	0.1
CC12CC3CC(C)(C1)CC(C(O)CN1CCOCC1)(C3)C2 (stereo not given)	i	-0.15	-0.5
COC(=O)[C@H](CC(C)C)NCc1cccc(CN[C@@H](CC(C)C)C(=O)OC)c1	i	-4.3*	-1.2
O=C(Cc1ccccc1)NC(NC(=S)Nc1cc(Cl)ccc1Cl)C(Cl)(Cl)Cl (stereo not given)	i	-0.08	0.2
Cc1cccc(N(CC(=O)NC2CCCC2)C(=O)CCC(=O)Nc2cc(C)on2)c1	i	0.96	-0.5
Cc1cccc(N(C)S(=O)(=O)c2ccc(-c3cnc(C4CC4)o3)cc2)c1	-9.9*	0.02	-1.6
CCOc1ccc(OCC)c(NC(=O)C2CCN(S(=O)(=O)c3ccc4c(c3)CC(C)N4C(C)=O)CC2)c1 (stereo not given)	i	1.1	-1.3
NC1=NC(=O)/C(=C\c2ccsc2)S1	i	0.83	0.3
O=C1C2(c3ccccc3)CN(CCO)CC1(c1ccccc1)CN(CCO)C2	i	-0.43	0.3
CCOC(=O)N1CCN(C(=O)c2ccc3c(c2)N(CC)CCS3)CC1	i	0	-1.1
COc1ccccc1Nc1ccc(N)cc1	i	-0.15	0.5
CC(=O)Nc1ccc(NC(=O)C(C)OC(=O)/C(C#N)=C/c2ccc(N(C)C)cc2)cc1 (stereo not given)	i	-0.38	.
CCNc1c(NC(=O)c2ccc3c(c2)OCO3)c(=O)oc2ccccc12	i	-2.1	-0.9
CNC(=O)COc1coc(CN2CCN(c3ccccc3)CC2)cc1=O	i	-0.39	-0.7
CCOC(=O)N1CCN(C(=O)c2cc3c(s2)-c2ccc(Cl)cc2S(=O)(=O)C3)CC1	i	0.16	-0.2
COc1cccc(-n2c(SCC(N)=O)nnc2-c2ccco2)c1	i	1	-1.8
CC1CCCC(C)N1C(=O)CSc1nnc(C2CCCCC2)o1 (stereo not given)	i	-0.04	0.0
O=C1C=CC(=O)C(C2=C3C(=O)N(CCc4ccccc4)CC(=O)N3CCC2)=C1	i	-7*	0.4
O=C(Cc1ccc(Cl)cc1)NNC(=S)NC(=O)c1cccnc1	i	-0.04	-0.7
CSc1ccccc1NC(=O)CN(C)CC(=O)Nc1ccc(Cl)cc1[N+](=O)[O-]	i	2.2	-0.9
CC1=C/C(=C\c2ccc3c(c2)OCO3)C(=O)S1	i	-0.54	0.5
CCN(CC)c1ccc(NC(=O)c2cccc(C)c2)cc1S(=O)(=O)Nc1ccccc1OC	i	-1.4	-0.4
COc1ccc2[nH]c(=O)c(-c3nnn(-c4ccc(F)cc4)n3)cc2c1	i	1.2	-0.2
O=C1CSC(c2ccccc2F)N1c1cc(Cl)ccc1O (stereo not given)	i	-6*	-2.4
O=C(CSc1nc(=O)n2ccccc2n1)N1CCC(Cc2ccccc2)CC1	i	-1.1	-1.8
Cc1ccc(-c2nc(CS(=O)(=O)CC(=O)NC3CCCCCC3)c(C)o2)cc1	i	-1.3	-0.6
CC(C)c1nnc(NC(=O)C2CCCN2S(=O)(=O)c2ccc(Cl)cc2)s1 (stereo not given)	i	-0.43	0.3
N#C/C(C(=O)N1CCOCC1)=C1/SC(Cc2ccccc2)C(=O)N1c1ccccc1 (stereo not given)	i	-1.3	1.4
COC(=O)c1ccccc1NS(=O)(=O)c1ccc(O)c(C(=O)O)c1	i	2	-0.9
COc1ccc(C(=O)OC(C)C(=O)NC(C)CCc2ccccc2)cc1OC (stereo not given)	i	-0.13	-2.6
COc1ccc(-n2c(=S)[nH]c3ccccc32)cc1	i	0.01	.
CCC(=O)Nc1c(-c2ccccc2)c(=O)c2ccccc2n1C	i	2	0.2
O=C(CCCl)Nc1nnc(SCC(=O)NC2CCCC2)s1	i	-0.77	3.7
CC(=O)c1cc(O)c2ccccc2c1O	i	-0.43	-1.1
CCCCCCCCC[n+]1cccc2c3ccccc3ccc21	i	-10*	-2.6
O=S1(=O)CCC(NC(=S)NC2CCS(=O)(=O)C2)C1 (stereo not given)	i	-0.86	0.3
Cc1nc2c(c3c1[nH]c1ccccc13)C(=O)CC(C)(C)C2	i	0.93	9.9
CCC(C)N(C(=O)CSc1ccc(NC(C)=O)cc1)C1CCS(=O)(=O)C1 (stereo not given)	i	0.51	-2.1
COC(=O)c1cccc(S(=O)(=O)N(Cc2ccco2)Cc2cc3cc(OC)ccc3[nH]c2=O)c1	i	-0.74	-0.4
CC(C)(C)c1cc(/C=N/NC(=O)C[n+]2ccccc2)cc(C(C)(C)C)c1O	i	1.6	0.7
CCN(CCC(=O)O)c1ccccc1	i	-0.01	-0.1
COc1ccc(CCNC(=O)c2noc(C)c2[N+](=O)[O-])cc1OC	i	-0.06	-0.3
CCOC(=O)N1CCC(NC(=O)c2ccc(Cl)cc2)CC1	i	1.1	-0.9
COC(=O)C1CCN(C(=O)COC(=O)CSc2ccc(C(N)=O)cc2[N+](=O)[O-])CC1	i	1.8	.
COc1cc2[nH]c3c(N4CCC(C(N)=O)CC4)ncnc3c2cc1OC	i	-1.6	7.2
O=C(COc1cccc(Br)c1)N/N=C1\CCSC1	i	0.01	-1.0
Cc1oc2c(c1C(=O)Nc1cccc3ccccc13)CCCC2	i	-2.2	0.5
O=C(Nc1ccccc1C(=O)NCC1CCCO1)c1ccc(Cl)cc1 (stereo not given)	i	0.67	-3.3
Cc1nn(C)cc1C(C(=O)NC1CCCCC1)N(CCc1ccccc1)C(=O)c1cnccn1 (stereo not given)	i	-0.49	-1.0
Cc1nnc(N2C(=O)C(O)=C(C(=O)c3ccco3)C2c2ccc(C(C)C)cc2)s1 (stereo not given)	i	-6.1	-0.7
Cn1c(CCNC(=O)c2ccccc2F)nnc1SCC(=O)Nc1ccccc1F	i	-0.44	0.2
COc1cccc(-c2nn(-c3ccccc3)cc2CN(C)Cc2ccno2)c1	i	-0.53	-1.2
CCCCCCOC(=O)Cc1c(C)nc(-c2ccccc2)[nH]c1=O	i	-0.56	-0.7
N#C/C(=C\c1c(N2CCC(C(N)=O)CC2)nc2ccccn2c1=O)C(=O)NCc1ccco1	i	-0.78	-1.4
Cc1ccc(/C=N/NC(=O)c2ccccc2OCc2ccc(F)cc2)o1	i	2.2	-0.3
COc1cccc2c1Oc1ncccc1N(C(=O)CCC(=O)NCc1ccccc1F)C2	i	-0.11	-2.8

Gathered by group, the entries above with a Cl atom
SMILES	KCNQ2 block	Kir21 inh	STK33 kinase inh
O=C(Cc1ccccc1)NC(NC(=S)Nc1cc(Cl)ccc1Cl)C(Cl)(Cl)Cl (stereo not given)	i	-0.08	0.2
CCOC(=O)N1CCN(C(=O)c2cc3c(s2)-c2ccc(Cl)cc2S(=O)(=O)C3)CC1	i	0.16	-0.2
O=C(Cc1ccc(Cl)cc1)NNC(=S)NC(=O)c1cccnc1	i	-0.04	-0.7
CSc1ccccc1NC(=O)CN(C)CC(=O)Nc1ccc(Cl)cc1[N+](=O)[O-]	i	2.2	-0.9
O=C1CSC(c2ccccc2F)N1c1cc(Cl)ccc1O (stereo not given)	i	-6*	-2.4
CC(C)c1nnc(NC(=O)C2CCCN2S(=O)(=O)c2ccc(Cl)cc2)s1 (stereo not given)	i	-0.43	0.3
O=C(CCCl)Nc1nnc(SCC(=O)NC2CCCC2)s1	i	-0.77	3.7
CCOC(=O)N1CCC(NC(=O)c2ccc(Cl)cc2)CC1	i	1.1	-0.9
O=C(Nc1ccccc1C(=O)NCC1CCCO1)c1ccc(Cl)cc1 (stereo not given)	i	0.67	-3.3

Other results follow:
SMILES	KCNQ2 block	Kir21 inh	STK33 kinase inh
Cc1ccc(C)c(OCc2nnc(NC(=O)c3ccco3)s2)c1	i	1.4	-0.9
Cc1nn(C2CCCO2)c(=O)nc1N (stereo not given)	i	-0.71	0.1
CCOC(=O)C(C)Oc1ccc2c(CC)cc(=O)oc2c1C (stereo not given)	i	0.46	-1.1
O=C(Nn1c(C2CCC2)nc2ccccc2c1=O)C1CCC1	i	0.41	0.7
Fc1ccc(-n2c(-c3cc(C4CC4)[nH]n3)n[nH]c2=S)cc1Cl	i	2.9	-0.8
O=C(c1noc2c1CCCC2)N1CCN(c2ccc(F)cc2)CC1	i	1.1	-0.7
O=C(NCCCn1ccnc1)/C(=C\c1ccc(Br)cc1)NC(=O)c1ccccc1F	i	-1.5	-0.4
CC(=O)Nc1cccc(NC(=O)CSc2nnc(NC(=O)C3CC3)s2)c1	i	0.98	-0.3
CCN1CCN(C(=O)C2CCC(=O)N(CCCN3CCCC3=O)C2)CC1 (stereo not given)	i	0.76	-0.6
Cc1cc(C)nc(NS(=O)(=O)c2ccc(NC(=O)C3(c4ccccc4)CCCC3)cc2)n1	i	0.09	-1.4
Cc1cc(=O)oc2cc(OCC(=O)N3CCN(c4ccc(F)cc4)CC3)ccc12	i	0.06	0.5
Cc1cc(C)c(S(=O)(=O)n2cc(C(C)C(N)C(=O)O)c3ccccc32)c(C)c1 (stereo not given)	i	-1.5	0.4
COc1ccccc1N1CCN(CCN2C(=O)CC(=C3c4ccccc4-c4ccccc43)C2=O)CC1	i	2.2	0.1
C=CCNC(=O)c1ccc(OC)cc1OC	i	1.5	-1.3
Cc1[nH]nc(Sc2ccccn2)c1[N+](=O)[O-]	i	1.2	.
O=C(O)c1ccc(-c2sc(Nc3ccccc3)n[n+]2-c2ccccc2)cc1	i	0.12	-0.5
CN(C)C(CNC(=O)c1cc(S(=O)(=O)N(C)c2ccccc2)ccc1Cl)c1ccccc1 (stereo not given)	i	-2.5	-1.8
C/C(=N\OC(=O)c1ccc(C)cc1)c1c(C)nc2cc(C)ccn12	i	0.43	-2.2
C/C(=N\Nc1cc(C)nc(NCc2ccccc2)n1)c1cccc([N+](=O)[O-])c1	i	-0.15	-1.3
CN(C)S(=O)(=O)c1cccc(NC(=O)c2ccc3c(c2)S(=O)(=O)N=C2CCCCCN23)c1	i	0.86	.
C/C=C/C(=O)OCC(=O)Nc1c(Cl)cccc1Cl	i	2.2	-1.1
CCOc1ccc(C2NC(=O)c3ccccc3O2)cc1 (stereo not given)	i	0.05	-0.8
Cc1cc(C)c(C)c(S(=O)(=O)N2CCC(C(=O)N3CCCCCCC3)CC2)c1C	i	-1.1	-2.6
NC(=O)C1CCN(C(=O)c2ccc3c(=O)n(Cc4ccco4)c(SCc4ccc([N+](=O)[O-])cc4)nc3c2)CC1	i	-0.46	-1.8
Cc1ccccc1CS(=O)(=O)c1cn(CC(=O)N2CCC(C)CC2)c2ccccc12	i	-0.3	-1.4
CC(=O)c1ccc(NC(=O)C2CCN(S(=O)(=O)c3cccnc3)CC2)cc1	i	0.47	0.9
CC1CCCCN1C(=O)Nc1cccc(Cl)c1 (stereo not given)	i	-1.7	0.8
COc1ccc(CC2(CO)CCN(Cc3nc(C(C)C)cs3)CC2)cc1	i	-0.64	0.8
CN1CCN(C(=O)c2cc3cc(Cl)ccc3[nH]2)CC1	i	-2.7	-0.8
CC(=O)c1ccc(N2CCN(C(=O)c3c(-c4ccccc4Cl)noc3C)CC2)cc1	i	1.4	-0.5
O=C(Nc1cc2c(cc1Cl)OCCCO2)c1ccc(F)cc1	i	0.45	-0.6
CC(C)CCNC(=O)C1CCN(Cc2cccc(OCc3ccccc3)c2)CC1	i	-0.62	0.9
Cc1csc2c(N3CCN(C(=O)Nc4ccc(Cl)c(Cl)c4)CC3)ncnc12	i	3.2	-0.8
C/C(Cn1cnc([N+](=O)[O-])n1)=N\NC(=O)c1ccccc1F	i	-0.25	0.2
Cc1cc(NC(=O)Cn2nnc3sc4c(c3c2=O)CCC(C(C)(C)C)C4)no1 (stereo not given)	i	1.6	-3.8
Cc1ccc(-n2c(SCC(N)=O)nnc2-c2ccccn2)cc1	i	-2.9	-1.7
CCCCCCC(C)n1cc(C(C)=O)c(=O)[nH]c1=O (stereo not given)	i	0.76	0.1
CC(C)(C)CC(=O)O/N=C(\N)c1ccccn1	i	1.4	-1.6
CC1CC(C)(C)CC(=O)C1C(=O)c1ccccc1 (stereo not given)	i	-0.4	-1.0
O=C1CCc2cc(S(=O)(=O)N3CCC(C(=O)NC4CCCc5ccccc54)CC3)ccc2N1 (stereo not given)	i	0.32	-0.8
CCc1ccccc1NC(=O)N1CCCC(CCC(=O)N(C)CCc2ccccn2)C1 (stereo not given)	i	-1.5	1.6
O=C(O)CCNC(=O)CCCn1nnc2ccccc2c1=O	i	-0.26	-0.9
O=C(Nc1ccncc1)c1ccc(NS(=O)(=O)c2cccc(F)c2)cc1	i	-1.3	-0.4
CN(C)c1nc(C(=O)Nc2ccccc2)nc(N(C)C)n1	i	-0.69	0.6
CCOc1cc(/C=N/n2c(COc3ccccc3)n[nH]c2=S)ccc1O	i	0.61	1.0

Two entries from above, set out differently:
Structure,KCNQ2 block,Kir21 inh,STK33 kinase inh
CCCCCCOC(=O)Cc1c(C)nc(-c2ccccc2)[nH]c1=O,i,-0.56,-0.7
N#C/C(=C\c1c(N2CCC(C(N)=O)CC2)nc2ccccn2c1=O)C(=O)NCc1ccco1,i,-0.78,-1.4
